Bioassay records (PubChem)
12-hLO inh: qHTS Assay for Inhibitors of 12-hLO (12-human lipoxygenase) | purified 12-hLO, xylenol orange hydroperoxide absorbance | Potency, µM (series often up to 57.1 µM), for inactives: at the top dose activity change, negative = inhibition, actives largely listed as inhibitors | AID 1452, 2008 | Polyunsaturated fatty acid lipoxygenase ALOX12 (Homo sapiens), P18054 | actives 0.12% (n = 150,000); further: potency means the concentration at half of the fitted maximal effect; nearly all actives have a fitted effect of over 55% in size; many of its hits are not listed in these tables
Target sequence (P18054 whole entry, looked up): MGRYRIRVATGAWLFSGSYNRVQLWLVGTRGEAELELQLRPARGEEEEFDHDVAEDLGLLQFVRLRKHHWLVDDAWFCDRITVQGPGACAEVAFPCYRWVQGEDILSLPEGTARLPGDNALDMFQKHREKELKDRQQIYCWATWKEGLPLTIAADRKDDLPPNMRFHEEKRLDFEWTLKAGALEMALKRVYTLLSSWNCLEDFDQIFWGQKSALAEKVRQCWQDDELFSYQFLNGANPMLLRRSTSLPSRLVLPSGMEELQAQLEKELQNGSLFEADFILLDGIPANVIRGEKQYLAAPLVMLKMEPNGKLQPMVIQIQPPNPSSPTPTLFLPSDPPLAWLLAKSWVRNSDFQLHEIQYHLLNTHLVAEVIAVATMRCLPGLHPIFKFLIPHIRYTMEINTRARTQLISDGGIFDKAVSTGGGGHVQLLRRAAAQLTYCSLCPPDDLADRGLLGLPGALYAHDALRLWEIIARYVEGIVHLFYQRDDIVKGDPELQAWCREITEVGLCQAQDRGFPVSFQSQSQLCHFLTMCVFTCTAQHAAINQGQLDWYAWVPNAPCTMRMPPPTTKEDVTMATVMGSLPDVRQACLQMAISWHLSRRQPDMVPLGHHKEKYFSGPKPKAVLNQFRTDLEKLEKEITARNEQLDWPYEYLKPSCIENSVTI
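Hydroperoxide output read as Fe(III)-xylenol orange absorbance, 573-to-405 nm ratio, after 30 min reaction with 40 uM arachidonic acid. Enzyme: 150 nM purified human 12hLO, 15 min compound preincubation; 25 mM Hepes pH 7.0, room temperature.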
IMPase inh: qHTS Assay for Identifying the Cell-Membrane Permeable IMPase Inhibitors; Inositol monophosphatase 1 (Rattus norvegicus), P97697; CHO-M1 cells, IP1 accumulation, HTRF TR-FRET ratio; inhibition (IP1 accumulation), % at 46.1 µM; 120,000 tested, under 10 active; active means well fitted curve in the direction sought with a large enough effect in the signal ratio, not every such curve was filed as active; inconclusive means small, poorly fitted or top-dose-only effect, or a change in a side signal; inactive means no such curve, though single readings can be large or run the other way; the % refers to the signal ratio;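 further: cells stimulated with carbachol in lithium chloride buffer; plate controls were DMSO basal wells for no effect and reference inhibitor wells for full effect; higher means more IMPase inhibition seen as more IP1 and lower FRET ratio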
Target sequence (P97697 whole entry, looked up): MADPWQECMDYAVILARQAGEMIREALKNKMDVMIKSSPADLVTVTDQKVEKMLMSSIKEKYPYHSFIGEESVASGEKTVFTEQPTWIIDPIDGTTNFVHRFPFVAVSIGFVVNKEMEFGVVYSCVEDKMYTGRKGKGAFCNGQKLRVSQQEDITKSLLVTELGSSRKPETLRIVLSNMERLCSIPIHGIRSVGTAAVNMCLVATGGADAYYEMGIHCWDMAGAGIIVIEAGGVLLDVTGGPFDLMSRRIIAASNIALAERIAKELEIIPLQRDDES
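Measured: the HTRF emission ratio (665/620 nm) plus the 620 nm donor channel, each fitted to the Hill equation to give AC50. Cells were CHO-M1 given compounds up to 46 uM and a 30 min carbachol stimulation at 37C.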
PNC assembly inh: High Content Assay for Compounds that inhibit the Assembly of the Perinucleolar Compartment | actives 3.1% (n = 140,000) | PC3M PTB-GFP, PNC prevalence imaging, 16 h; stronger effect = lower value | activity change (PNC), negative = inhibition, % at 10 µM | AID 2417, 2010;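 active means readout at or below -70, meaning at least 70% loss of cells showing the perinucleolar compartment, a nuclear body marking cancer cells; inconclusive means readout between -30 and a set limit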;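 further: plate controls were DMSO wells for no effect and camptothecin positive control wells for full effect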
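PC3M cells stably expressing PTB-GFP, 750–1000 cells/well, treated 16 h at 37 °C with compound (23 nl of library stock), in duplicate. After paraformaldehyde fixation and Hoechst stain, imaged at 20x; PNC prevalence scored by image analysis.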
ALOX15B inhib: qHTS Assay for Inhibitors of 15-hLO-2 (15-human lipoxygenase 2). purified 15hLO-2, xylenol orange hydroperoxide absorbance. AID 881, 2007. Potency, µM (top dose mostly 57.1 µM), for inactives: top-dose activity change, negative = inhibition, most hits filed as inhibitors. actives 0.56% (n = 110,000); further: potency means the concentration at half of the fitted maximal effect; nearly all actives have a fitted effect of over 60% in size; many of its hits are not listed in these tables
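Enzyme 50 nM, AA 45 uM, 25 mM Hepes pH 7.5 + 0.01% Triton X-100; cpd preinc 15 min RT, rxn 90 min RT; stop/detect with 200 uM XO + 300 uM Fe(II) in 50 mM H2SO4, 30 min; A573/A405.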
* hit, by the source's call; ? = inconclusive; · = not tested or not shown; [ ] = dose if it differs, or a comment. Unless noted, the call rests on the fitted dose curve; in most records, active means well fitted curve in the direction sought with a large enough effect; inconclusive means small, poorly fitted or top-dose-only effect, or another doubt; inactive means no such curve, though single readings can be large; an effect the other way counts as inactive or inconclusive. Unless noted, on the % scale 0 is the no-effect control and ±100 the full control effect.

compound,12-hLO inh,IMPase inh,PNC assembly inh,ALOX15B inhib
CC(=O)Nc1nc2n(n1)C(c1ccccc1)C=C(c1ccccc1)N2 (stereo not drawn),-5%,-9,-15,-12%
COc1ccc(/C=N/N(C(C)=O)c2nc(-c3ccc(C)cc3)cs2)cc1,0%,-8,-18,-10%
CCOc1ccccc1C(=O)Nc1nccs1,-5%,-1,20,2%
CC(=Nc1ccccc1C)C1=C(O)CSC1=O,3%,-3,?,0%
CCOc1cc(C(=O)O)cc(Cl)c1OC,-3%,8[0.0738 µM],-14,·
CCOC(=O)C1C(=O)NC(N2CCOCC2)=NC1C(C)C (stereo not drawn),0%,1,13,2%
O=C(N/N=C/c1ccco1)c1cc(-c2cccc3ccccc23)n[nH]1,-3%,-2,47,1%
C=CCN1C(=O)/C(=C/c2ccc(OCC(=O)O)cc2)S/C1=N/c1nccs1,-1%,·,?,·
COC(=O)c1ccc(OC(=O)C2CC(=O)N(c3ccc(C)cc3C)C2)cc1 (stereo not drawn),-7%,10,?,-5%
COc1cc(-c2nnc(CSc3nnc(Nc4ccc(C(C)C)cc4)s3)o2)cc(OC)c1OC,-2%,1,-1,·
CC(C)CCNC(=O)c1cccc(C(=O)NCCC(C)C)c1,1%,-1,32,1%
CCCCCC(=O)c1c(C)[nH]c(C(=O)OCC)c1C,-3%,·,62,·
CN1CCN(C(CNS(=O)(=O)c2ccc(Cl)cc2)c2cccnc2)CC1 (stereo not drawn),3%,1,-100*,·
CCOC(=O)c1cccnc1SC(CC)C(=O)N1CCOCC1 (stereo not drawn),-6%,4,-12,7%
CC(NC(=O)CN1CCC(C(N)=O)CC1)c1ccccc1 (stereo not drawn),-3%,0,-8,-2%
CCN(CC)C(=O)CN(c1cccc(OC)c1)S(=O)(=O)c1ccc(C)cc1,-1%,1,5,1%
CCOc1cc(-c2noc(CCC(=O)Nc3cccnc3)n2)ccc1OC,-2%,-1,17,12%
COC(=O)c1ccccc1NC(=O)CSc1nnnn1C1CCCCC1,-4%,8,-18,-7%
Cc1nn(-c2ccccn2)c2c1C(c1ccccc1Cl)C1=C(N2)c2ccccc2C1=O (stereo not drawn),-2%,·,?,·
CCn1cc(-c2cc(C(F)(F)F)n3nc(C(=O)O)cc3n2)c(C)n1,-2%,3,?,-11%
COc1cc(NC(=S)N2CCC(C(O)(c3ccccc3)c3ccccc3)CC2)cc(OC)c1,?,·,-1,·
COc1ccc(NCc2nnc(SCc3ccccc3)n2-c2ccc(OC)cc2)cc1,-4%,2,?,3%
COC(=O)c1cc2sc(Cl)cc2n1CC(=O)NCC1CCCO1 (stereo not drawn),1%,-6,?,1%
CCOc1ccccc1N(CC(=O)NC1CCCCC1)C(=O)CNC(=O)c1ccco1,-1%,8,-20,·
CC(C)Nc1nc(Oc2ccc(Cl)cc2Cl)cc(C(F)(F)F)n1,-3%,14,29,9%
COC(=O)CCCCC1SCC2NC(=O)NC21O (stereo not drawn),4%,-2,16,-2%
O=[N+]([O-])c1cc(C(F)(F)F)ccc1N/N=C/c1cc2ccccc2nc1Cl,6%,0,102,7%
COc1ccc(NC(=O)C2CCN(c3nc(C)cc(C)n3)CC2)cc1,-2%,2,?,·
CCCCNC(=S)Nc1cc([N+](=O)[O-])ccc1C,-3%,·,1,·
NC(=O)C(c1ccc(Cl)cc1)c1ncc(C(F)(F)F)cc1Cl (stereo not drawn),4%,5,31,·
C=CCSc1nnc(NC(=O)c2nc(SCC)ncc2Cl)s1,-4%,-1,-17,-5%
Nc1nc(SCC(=O)NC2CCCCCC2)[nH]c(=O)c1-c1ccccc1,2%,-5,-4,0%
CCOC(=O)c1c(CN2CCCCC2)n(C)c2cc(Br)c(OC)cc12,0%,3,61,12%
CC(NS(=O)(=O)c1ccc(CCC(=O)NCC2CCCO2)cc1)c1ccccc1 (stereo not drawn),18%,-2,12,·
O=C(COC(=O)/C=C/c1cccc(F)c1)Nc1ccccc1-c1ccccc1,13%,·,17,·
Cc1ccc(C(NC(=O)NCCCN2CCOCC2)=C(Cl)Cl)cc1F,3%,9,-3,10%
CS(=O)(=O)N1N=C(c2ccccc2)CC1c1ccc2c(c1)OCO2 (stereo not drawn),-2%,·,-27,·
COC(=O)C(NC(=O)CCc1c(C)nc2ncnn2c1C)C(C)C (stereo not drawn),-6%,1,-24,8%
O=C(CCNS(=O)(=O)c1ccc(Br)s1)Nc1ccc(Cl)cc1,-18%,?,4,6%
CCOc1ccccc1C(=O)N1CCN(C(c2ccccc2)c2ccccc2)CC1,-13%,7,?,11%
Cc1cn(C2OC(COC(=O)c3ccccc3)C(OC(=O)c3ccccc3)C2OC(=O)c2ccccc2)c(=O)[nH]c1=O (stereo not drawn),1%,-4,-119*,·
O=C1Nc2ccccc2N(O)N1c1ccc(S(=O)(=O)N2CCCCCC2)cc1,-1%,·,-82*,·
CCc1nc2cc(C)nn2c2nc3ccccc3n12,3%,5,?,-4%
Cc1onc(-c2c(F)cccc2Cl)c1C(=O)Nc1nnc(-c2ccccc2)s1,2%,-26,?,-21%
Cc1ccc(NC(=O)C2C3CCCC2C3c2ccccc2)cc1 (stereo not drawn),-2%,-6,-27,·
O=C(Nc1cccc(Cl)c1)c1ccc(F)c(S(=O)(=O)NCc2ccc3c(c2)OCO3)c1,-3%,·,9,·
O=C(Nc1nc2ccc(S(=O)(=O)N3CCCC3)cc2s1)C1CCCCC1,0%,5,-108*,-9%
CC(=O)N1CCC[C@@]2(CCN(Cc3cc(C(F)(F)F)cc(C(F)(F)F)c3)C2)C1,-6%,·,·,17%

Structures from the list above that contain a nitro group on carbon (2):
compound,12-hLO inh,IMPase inh,PNC assembly inh,ALOX15B inhib
O=[N+]([O-])c1cc(C(F)(F)F)ccc1N/N=C/c1cc2ccccc2nc1Cl,6%,0,102,7%
CCCCNC(=S)Nc1cc([N+](=O)[O-])ccc1C,-3%,·,1,·

Remaining list, next part
compound,12-hLO inh,IMPase inh,PNC assembly inh,ALOX15B inhib
CC1=C(C(=O)OC(C)C)C(c2ccccc2Cl)CC(=O)N1 (stereo not drawn),-7%,-1,-18,-10%
Cc1cc(NC(=O)C2CCN(S(=O)(=O)c3cnc[nH]3)CC2)ccc1Br,-3%,8,23,0%
COc1ccc(OC)c(S(=O)(=O)N2Cc3ccccc3CC2C(=O)O)c1 (stereo not drawn),-1%,6,-1,6%
Cc1noc(C)c1CSc1nnc(-c2cccnc2)n1C1CCCCC1C (stereo not drawn),-2%,4,29,7%
CCCCCCP(=O)(O)c1ccccc1,3%,-6,19,-1%
CCN(CC)S(=O)(=O)c1cccc(NC(=O)COC(=O)CCc2nc3ccccc3s2)c1,-1%,3,18,·
COC(=O)c1c(NC(=O)Cc2ccccc2)sc(C)c1C,-1%,-6,-29,-2%
Cc1cc(Cl)ccc1OCCCC(=O)NCCN1C(=O)S/C(=C\c2cccnc2)C1=O,-5%,4,-2,·
CC(C)OC(=O)c1cccnc1SCc1cc(=O)n2ccccc2n1,-8%,7,22,0%
Cc1cc(C)c(C(=O)COc2cccnc2[N+](=O)[O-])cc1C,-4%,6,21,-13%
O=C(CS(=O)(=O)Cc1ccccc1)Nc1nc2c(s1)CCCC2,-7%,5,?,-4%
OC[C@@H]1O[C@@H](N2CCN([C@@H]3O[C@@H](CO)[C@@H](O)[C@H](O)[C@H]3O)CC2)[C@@H](O)[C@H](O)[C@H]1O,1%[11.4 µM],·,·,1%[11.4 µM]
NC(=O)c1nsnc1-c1ccccc1O,9%,-10,-1,1%
Cc1ccc(-c2nc3ccccc3n2C)o1,-4%,5,9,-21%
Cc1nn(Cc2cccc(C(=O)NC3CCCCC3)c2)c(C)c1Cl,4%,10,-29,0%
CC1CCN(S(=O)(=O)c2ccc3c(c2)c(=O)c(C(=O)NCc2cccs2)cn3C)CC1,3%,·,-24,·
COC(=O)[C@@H]1C(O)[C@@H](C(=O)OC)[C@H](C)N(C)[C@@H]1C (stereo partly drawn),4%[11.4 µM],·,·,-2%[11.4 µM]
COc1cccc(CNC(=O)CSCc2cnn(-c3ccccc3)c2-n2cccc2)c1OC,-2%,14,5,0%
Cc1ccc(C)c(Cn2c(C(=O)OC(C)C)cc3c2ccn3C)c1,3%,7,32,-2%
Cc1c(CNC(=O)c2nn3c(c2Cl)NC(c2ccccc2)CC3C(F)(F)F)cnn1C (stereo not drawn),-2%,3,?,-5%
O=C1S/C(=C\c2ccc(N3CCOCC3)o2)C(=O)N1Cc1ccc(F)cc1,-18%,-2,45,5µM*
COc1cccc(OC)c1C(=O)Nc1cc(Cl)ccc1N1CCOCC1,-6%,4,19,0%
COc1cccc(/C=N/NC(=O)c2[nH]c(C)c(C(=O)N/N=C/c3cccc(OC)c3O)c2C)c1O,-18%,11,-12,28%
Cc1cc(C)n2nc(CC(=O)NC3CCCCCCC3)nc2n1,-3%,-4,13,4%
C#CCn1c(=NC(=O)c2ccc(Br)s2)sc2cc(NC(C)=O)ccc21,0%,·,5,·
CCOc1ccc(NC(=O)CSc2nnc(-c3ccccc3)n2N)cc1,1%,0,-3,-22%
COc1ccc(/C=N/N=C/c2ccc(OC)c(O)c2)cc1O,1%,7,-12,-1%
NC(=O)c1ccccc1NC(=O)CCCN1C(=O)CCC1=O,0%,7,24,-4%
COc1ccccc1C(=O)N1CCCN(C(=O)c2ccccc2OC)CC1,2%,-1,?,-5%
CCCOC(=O)c1ccc(NC(=O)c2cc(Cl)ccc2OC)cc1,0%,·,40,·
Cc1cc(Nc2ccccc2)n(-c2ccccc2)n1,0%,16,-18,-9%
CCNC(=O)N1CCNC(=O)C1CC(=O)OC (stereo not drawn),0%,16,-13,-5%
COc1ccc(-c2nc(NC(=O)Cn3c(=O)oc4ccccc43)sc2C)cc1,-4%,-9,-3,·
Cc1ccc(C)c(OCc2nc(-c3cccnc3)no2)c1,-4%,?,0,19%
O=c1cc(N2CCOCC2)[nH]c(=O)n1-c1ccc(Cl)cc1,-5%,1,6,4%
CCCCn1c(CN2CCN(c3cccc(Cl)c3)CC2)nc2c1c(=O)n(C)c(=O)n2C,5%,13,-12,7%
CCn1c2ccccc2c2cnc(N=CN(C)C)c(C#N)c21,-3%,3,1,3%
COc1ccc(NC(=O)N2CCOCC2)cc1OC,1%,-6,11,-2%

Rows are unselected. Share with any hit: about 3.1%.
